TrxR1 inh: inhibitors of rat thioredoxin reductase 1. 1% of 390,000 active. recombinant rTrxR1, NADPH fluorescence consumption, selenite substrate. Potency, µM (highest dose often 114 µM), inactives show top-dose activity change, negative = inhibition, hits mostly inhibitors. AID 588453; note: potency is the fitted concentration of half-maximal effect; % is set by controls: 0 for no effect and ±100 for the full control effect; nearly all actives have a fitted effect of over 65% in size
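Rat TrxR1 (90 nM in the dispensed reagent) was pre-reduced with 400 uM NADPH for 5 min at room temperature, then incubated with compound for 15 min. After 400 uM selenite was added, NADPH fluorescence (Ex 340/Em 450 nm) was followed for 8 min.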
TrxR1 substrate: is turned over as a substrate by rat TrxR1. purified TrxR1 substrate turnover, NADPH consumption readout. O89049. Potency, µM (highest dose often 114 µM), for inactives: top-dose activity change, negative = substrate turnover. 0.01% of 390,000 active; note: potency is the fitted concentration of half-maximal effect; % is set by controls: 0 for no effect and ±100 for the full control effect; nearly all actives have a fitted effect of over 50% in size
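Rat TrxR1, dispensed at 90 nM, was prereduced with 400 uM NADPH (final) for 5 min at ~22 deg C, then incubated with compound 15 min before 400 uM selenite. A first-read NADPH fluorescence drop versus no-compound background flagged substrates.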
USP1 inh: blocks the human USP1/UAF1 deubiquitinase complex. Potency, µM (top dose mostly 57.1 µM), without a hit: top-dose activity change, negative = inhibition, most hits filed as inhibitors. recombinant USP1/UAF1, Ub-Rhodamine cleavage fluorescence. O94782. AID 743255. 0.23% of 390,000 active; note: potency is the fitted concentration of half-maximal effect; % is set by controls: 0 for no effect and ±100 for the full control effect; nearly all actives have a fitted effect of over 60% in size; inactives centre near -12
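USP1/UAF1 complex at 1 nM was preincubated with compound for 15 min at room temperature, then Ub-Rho substrate (150nM final) was added. Fluorescence (480/540 nm) was read kinetically, 6 reads every 60 seconds.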
PI4K2A inh: PI4K2A (human) kinase inhibition | activity change, negative = inhibition, % at 76.9 µM | purified PI4K2A, ADP-Glo luminescence, 1 h; active compounds read low | 0.13% of 420,000 active; in the data active = activity change below about -50%; inconclusive = mostly about -30% to -49%;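 note: -100% = wells without enzyme as full effect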
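ADP-Glo luminescence measured ADP generated by PI4K2A enzyme (4 ug/mL before mixing) with 1.2 mM PI substrate (pre-mix) and 300 microM ATP (pre-mix). Tris pH7.5 buffer with MgCl2, Triton X-100; 1 h reaction at ambient temperature.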
TRHR PAM: allosterically enhances the human TRH receptor; TRHR cells, fluo-8 calcium fluorescence, EC20 TRH enhancement; enhancement, % at 2 µM; 0.66% of 360,000 active; AID 493056; in the data active = enhancement above about 30%; note: 0% is about no effect
Target sequence (P34981 whole entry, looked up): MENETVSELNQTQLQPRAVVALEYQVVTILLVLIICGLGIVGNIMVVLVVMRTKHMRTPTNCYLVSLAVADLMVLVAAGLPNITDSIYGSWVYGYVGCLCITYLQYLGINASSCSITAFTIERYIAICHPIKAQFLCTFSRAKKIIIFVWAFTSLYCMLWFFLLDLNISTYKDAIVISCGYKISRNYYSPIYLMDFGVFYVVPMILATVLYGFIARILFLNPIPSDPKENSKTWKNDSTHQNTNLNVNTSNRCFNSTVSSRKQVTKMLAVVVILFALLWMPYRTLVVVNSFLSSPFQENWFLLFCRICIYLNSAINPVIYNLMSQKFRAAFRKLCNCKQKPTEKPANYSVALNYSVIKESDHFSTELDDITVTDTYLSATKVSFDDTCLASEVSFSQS
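TRHR-expressing cells loaded with fluo-8 calcium dye were read kinetically (ex 480/em 530) during compound addition, then stimulated with an EC20 of TRH (10 nM final). Enhancement of the Gq-mediated intracellular calcium response was scored.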
D2 antagonist: D2 dopamine receptor (human) antagonism | P14416 | HEK293 TREx D2 cells, calcium flux, dopamine EC80 | inhibition, % at 10 µM | 2% of 340,000 active | AID 485344; in the data active = inhibition above about 30%; note: 0% is about no effect
Target sequence (P14416 whole entry, looked up): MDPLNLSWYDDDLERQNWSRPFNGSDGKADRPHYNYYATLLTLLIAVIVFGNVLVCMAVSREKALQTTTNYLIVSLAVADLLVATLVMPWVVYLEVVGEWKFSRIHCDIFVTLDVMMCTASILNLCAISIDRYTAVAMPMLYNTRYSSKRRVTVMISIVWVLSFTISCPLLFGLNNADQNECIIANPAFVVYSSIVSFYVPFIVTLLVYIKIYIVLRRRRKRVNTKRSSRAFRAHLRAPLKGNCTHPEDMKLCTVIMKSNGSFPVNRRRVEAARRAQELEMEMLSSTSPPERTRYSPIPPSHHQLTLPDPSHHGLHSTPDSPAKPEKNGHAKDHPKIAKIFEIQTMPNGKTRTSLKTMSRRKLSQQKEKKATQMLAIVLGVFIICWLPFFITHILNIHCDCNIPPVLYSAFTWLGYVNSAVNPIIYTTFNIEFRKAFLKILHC
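Antagonism is scored as inhibition of an EC80 dopamine-evoked calcium signal in a force-coupled, tetracycline-inducible HEK293 T-REx D2 line, with compound present 180 s before agonist.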
TRHR agonist: activates the human TRH receptor | TRHR cells, calcium flux fluo-8, FDSS agonist mode | 0.18% of 360,000 active | activation, % at 2 µM | AID 493084 | P34981; in the data active = activation above about 30%; note: 0% is about no effect
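Read-out: compound-evoked intracellular calcium rise in TRHR cells, fluo-8 dye, kinetic FDSS fluorescence at 1 s/cycle following a 10-cycle baseline. Cells cultured overnight before dye loading (30 min–1.5 h, RT).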
D2 ag: agonists of human D2 dopamine receptor. P14416. HEK293 T-REx D2 cells, calcium flux agonist mode. activation, % at 2 µM. 0.53% of 340,000 active. AID 485358;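 active = activation over 3 SD above normal in the single-dose calcium agonist read, cut at about 30% in these data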; note: 0% is about no effect
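Calcium-flux readout, 1 cycle/sec over 180 s following compound pin transfer, in inducible HEK293 Trex D2 cells (force-coupled); dopamine controls included. Positive calcium responses during this window marked compounds as potential agonists.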
IDH1 R132H inh: inhibitors of human mutant IDH1 R132H. O75874. IDH1-R132H enzyme, NADPH consumption, diaphorase/resazurin fluorescence. Potency, µM (highest dose often 76.6 µM), for inactives: at the highest dose activity change, negative = inhibition, most hits filed as inhibitors. 0.093% of 390,000 active; note: potency is the fitted concentration of half-maximal effect; % is set by controls: 0 for no effect and ±100 for the full control effect; nearly all actives have a fitted effect of over 65% in size
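IDH1-R132H (0.5 ug/mL) preincubated 30 min with compound, then NADPH (0.016 mM) and alpha-KG (2 mM) added; 80 min at RT, pH 7.5. Remaining NADPH coupled via diaphorase/resazurin to fluorescence (540/590 nm); concentration-response curves normalized to no-enzyme control.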
An asterisk follows results filed as active; ? = inconclusive; . = not tested or not shown; & = joins results of further samples; [ ] = remark or other dose. Unless noted, calls come from the whole dose curve; as a rule, active = well fitted inhibition curve with a large enough effect; inconclusive = small, poorly fitted or top-dose-only effect; inactive = no such curve, though single readings can be large or run the other way.

SMILES	TrxR1 inh	TrxR1 substrate	USP1 inh	PI4K2A inh	TRHR PAM	D2 antagonist	TRHR agonist	D2 ag	IDH1 R132H inh
Cc1cc([N+](=O)[O-])ccc1NC(=S)NC1CCCC1	?	-4%	?	2	-1	-4	3.6	0.6	-1%
Cc1cc(NC(=O)CSc2nnc(CNC(=O)c3cccc(C(F)(F)F)c3)o2)no1	16%	1%	-4%	-2	4	-10	-0.1	0.2	6%
c1nc(NCCN2CCOCC2)c2c3c(sc2n1)CCCCC3	1%	-7%	-6%	-3	2	-5	-0.6	0.6	2%
Cc1ccc(-c2nn(-c3ccccc3)cc2/C=C/C(=O)OCC(=O)NC2CC2)o1	0%	36%[activator]	-14%	11	-3	-5	0.3	-0.8	-13%
Cc1cccc(CCN2C(N(C)C)=NC[C@@H]2C)c1	19%	8%	-18%	-2	-5	10	0.4	0.8	0%
Cc1cc(C)c(NC(=O)NC(=O)c2cccc(F)c2)c(C)n1	5%	-7%	5%	2	-3	8	0.5	0.2	3%
CCOC(=O)c1c(NC(=S)Nc2ccccc2)sc(C)c1C	-2%	-5%	-15%	-1	2	-10	-0.2	0.1	-9%
COc1cc(-c2nnc(SC(C)C(=O)Nc3c(C)n(C)n(-c4ccccc4)c3=O)o2)cc(OC)c1OC (stereo unspecified)	11%	9%	-10%	1	2	-2	0.6	0.3	8%
O=[n+]1cc(-c2ccc(Br)cc2)n([O-])c2c1CCC2	-4%	-6%	-4%	4	-3	-8	-0.4	0.2	-7%
c1ccc(-c2nc3ccccc3nc2N2CCOCC2)cc1	15%[57.1 µM]	-9%	-9%	4	2	-7	-0.4	0.0	-3%
O=C(Nc1ccccc1)c1cc(-c2ccccc2Cl)no1	6%[57.1 µM]	-5%[57.1 µM]	-20%	-2	3	16	1.1	1.2	0%
O=C(c1cc(-c2ccc(F)cc2)on1)N1CCOCC1	-4%[57.1 µM]	4%[57.1 µM]	6%	-7	-2	-5	1.0	1.5	-4%
O=C(c1ccc(Cl)cc1)N1CCN(C(=O)C2CCCCC2)CC1	6%	4%	-15%	-1	4	6	0.8	0.7	-6%
COc1ccc(C(c2c(NC(C)=O)sc3c2CCCC3)N2CCN(CCO)CC2)cc1OC (stereo unspecified)	-10%	0%	0%	4	-7	-13	1.0	2.1	-7%
CCCCN=C1NN=C(c2cc3ccccc3o2)CS1	23%[57.1 µM]	-2%[57.1 µM]	-20%	2	16	-10	0.0	-0.2	-15%
CCOC(=O)Cc1sc(N)nc1C	-9%	-6%	-10%	4	-2	-8	1.4	0.8	-3%
COC(=O)c1sc2cccc(F)c2c1S(=O)(=O)NCc1ccccc1Cl	7%[57.1 µM]	1%[57.1 µM]	-19%	4	-3	.	-0.1	.	6%
COc1ccc(NC(=O)CCCSc2nc(-c3ccco3)cc(C(F)(F)F)n2)cc1OC	7%&2%	-3%&-5%	-2%&-9%	-2&-5	8&-7	-1	0.3&0.2	-0.2&-1.2	-5%&8%
Cc1nn2c3ccccc3nc2c2ccccc12	64%[activator]	57%[activator]	-14%	-3	5	-5	-0.4	-0.1	9%
COC(=O)C1CCN(C(=O)CCC2CCCCC2)CC1	7%	2%[57.1 µM]	-8%	-8	2	.	0.6	.	4%
COc1ccc(CN(C(=O)CSc2nnc(-c3ccc(OC)c(OC)c3)o2)c2ccc(F)cc2)cc1	-2%	-5%	-15%	2	4	-5	-0.3	0.3	3%
Cc1ccccc1C(=O)NC1CCSC1=O (stereo unspecified)	37%	14%	-22%	-5	-4	-6	0.2	-0.4	4%
O=C(NC1CCCCC1)N1CCN(C(c2ccccc2)c2ccccc2)CC1	-5%	6%	-9%	-2	-2	-1	-0.1	0.1	-2%
CCOC(=O)c1c(C)nc2sc3c(=O)n(-c4ccc(C(C)=O)cc4)cnc3c2c1-c1ccc(Cl)cc1	-3%	-8%	-27%	1	3	-10	1.6	0.2	7%
COC(=O)C1(C(=O)OC)NOC2C(=O)N(c3ccc(Cl)cc3Cl)C(=O)C21 (stereo unspecified)	23%	3%	-5%	2	1	-24	0.6	0.8	2%

Ordered by value in D2 antagonist (smallest number first): 5 from the list above.
mol	TrxR1 inh	TrxR1 substrate	USP1 inh	PI4K2A inh	TRHR PAM	D2 antagonist	TRHR agonist
Cc1ccccc1C(=O)NC1CCSC1=O (stereo unspecified)	37%	14%	-22%	-5	-4	-6	0.2
COc1ccc(CN(C(=O)CSc2nnc(-c3ccc(OC)c(OC)c3)o2)c2ccc(F)cc2)cc1	-2%	-5%	-15%	2	4	-5	-0.3
COc1cc(-c2nnc(SC(C)C(=O)Nc3c(C)n(C)n(-c4ccccc4)c3=O)o2)cc(OC)c1OC (stereo unspecified)	11%	9%	-10%	1	2	-2	0.6
O=C(c1ccc(Cl)cc1)N1CCN(C(=O)C2CCCCC2)CC1	6%	4%	-15%	-1	4	6	0.8
O=C(Nc1ccccc1)c1cc(-c2ccccc2Cl)no1	6%[57.1 µM]	-5%[57.1 µM]	-20%	-2	3	16	1.1

Single records (already shown).
Shown for Cc1nn2c3ccccc3nc2c2ccccc12 : TrxR1 inh: 64%[activator]; TrxR1 substrate: 57%[activator]; USP1 inh: -14%; PI4K2A inh: -3; TRHR PAM: 5; D2 antagonist: -5; TRHR agonist: -0.4; D2 ag: -0.1; IDH1 R132H inh: 9%
Shown for Cc1ccccc1C(=O)NC1CCSC1=O (stereo unspecified) : TrxR1 inh: 37%; TrxR1 substrate: 14%; USP1 inh: -22%; PI4K2A inh: -5; TRHR PAM: -4; D2 antagonist: -6; TRHR agonist: 0.2; D2 ag: -0.4; IDH1 R132H inh: 4%

(further entries)
SMILES	TrxR1 inh	TrxR1 substrate	USP1 inh	PI4K2A inh	TRHR PAM	D2 antagonist	TRHR agonist	D2 ag	IDH1 R132H inh
CSc1nc(C)cc(SCC(=O)Nc2ccc(Cl)cc2Cl)n1	5%	2%	-17%	9	3	-41	0.3	0.4	8%
CC(C)(C)c1cc[n+](C2=C([O-])c3ccccc3C(=O)/C2=N\S(=O)(=O)c2cccs2)cc1	11%[57.1 µM]	0%[57.1 µM]	?	-15	2	-6	-0.7	-0.5	10%
Cc1ccc(S(=O)(=O)N2CCN(C(=O)CNC(=O)c3sc4ccccc4c3Cl)CC2)cc1	12%	-1%	3%	5	2	0	0.2	0.2	-4%
CC(=O)/C(N)=N/Nc1cccc(Cl)c1	11%[11.4 µM]	-3%[11.4 µM]	-22%	2	1	-9	0.5	-0.4	0%
CCCNC(=O)CSC1=N/C(=C/c2ccc(F)cc2)C(=O)N1CC	-8%	-8%	-4%	-2	3	35*	0.0	-0.4	-1%
COC(=O)c1cccc(Cn2cc([N+](=O)[O-])cn2)c1	.	.	.	.	-7	2	-0.6	1.6	.
COc1ccc(S(=O)(=O)N2CCCC(C(=O)NCCC3=CCCCC3)C2)cc1 (stereo unspecified)	9%[57.1 µM]	8%[57.1 µM]	-14%	-3	-6	-16	-1.6	-0.3	2%
S=c1nc[nH]c2c1sc1nc(N3CCOCC3)c3c(c12)CCCC3	4%[57.1 µM]	10%	-6%	-9	6	2	-0.7	0.2	4%
COc1ccc(OC)c(CNc2ncnc3onc(C)c23)c1	-18%	-15%	0%	-11	18	.	-0.8	0.1	-14%
C=CC(=O)NC(NC(=O)C=C)c1ccc(Br)cc1	6%	-4%	-11%	3	.	.	.	.	1%
Nc1ccc(Oc2ccc([N+](=O)[O-])cc2[N+](=O)[O-])cc1	25%[57.1 µM]	2%[57.1 µM]	-1%	14	-7	5	-0.6	0.8	0%
Cc1cccc(NC(=O)c2ccc(S(=O)(=O)N3CCCCC3)cc2)n1	10%	-1%	?	1	-3	21	-0.4	0.3	-3%
Cc1cc(NC(=O)c2cc(-c3ccc(Br)cc3)on2)nn1Cc1ccc(Cl)cc1	-16%	-13%	-11%	-5	6	.	2.0	0.7	-6%
COc1ccc(N2C(=O)CS(=O)(=O)C23C(=O)N(Cc2ccc(C)cc2)c2ccccc23)cc1Cl (stereo unspecified)	23%	-1%	?	6	8	.	1.1	0.6	-2%
CCc1ccc(CNC(=O)CCc2nc(-c3cccs3)no2)cc1	-6%	-5%	-27%	-3	-6	4	-0.3	-1.0	-3%
COc1ccc(NC(=O)Cn2c(=O)n(-c3ccc(OC)cc3)c(=O)c3sc4ccccc4c32)cc1	4%	5%	-26%	-5	2	.	-1.8	-1.1	11%
COc1ccc(NC(=O)CCNS(=O)(=O)c2ccccc2F)cc1S(=O)(=O)N1CCOCC1	12%	4%	-10%	-3	.	.	.	.	9%
COc1ccc(Nc2nc(-c3ccc(OC)cc3)cs2)cc1	32%	3%	-18%	2	-2	7	0.9	1.1	1%
Cc1ccc(C(=O)Nc2ccccc2N2CCCC2)cc1	4%[57.1 µM]	-5%	-19%	-21	-3	-3	0.1	-0.6	6%
CC(O)CN=c1cc(-c2ccccc2)oc2ccc(Cl)cc12 (stereo unspecified)	-19%	-15%	-2%	-2	5	-9	-0.4	0.4	2%
Cc1nn(Cc2ccccc2)c(Cl)c1C(=O)NC(C)(C)C	2%	-4%	-15%	-3	12	5	0.3	0.6	5%
CC1CCCN(C2=C(NS(=O)(=O)c3ccc(Cl)cc3)C(=O)c3ccccc3C2=O)C1 (stereo unspecified)	-23%[57.1 µM]	-3%[57.1 µM]	?	?	-4	-12	-1.5	-1.5	3%
O=C(CN1CCN(c2ncc(C(F)(F)F)cc2Cl)CC1)NC(=O)NCc1ccccc1	-10%	-1%	4%	1	-2	-19	0.1	0.5	0%
COC(=O)[C@@H](NC(=O)c1ccc2c(c1)S(=O)(=O)c1ccccc1C2=O)C(C)C	15%	-1%	-8%	5	-6	-8	-0.5	0.1	-9%

D2 antagonist, hit marks shown above
SMILES	TrxR1 inh	TrxR1 substrate	USP1 inh	PI4K2A inh	TRHR PAM	D2 antagonist	TRHR agonist
CCCNC(=O)CSC1=N/C(=C/c2ccc(F)cc2)C(=O)N1CC	-8%	-8%	-4%	-2	3	35*	0.0

Screening results as filed in PubChem BioAssay.
